inhibitors of VEEV – inhibitors of VEEV TC-83 cytopathic effect, confirmation, Vero cells (AID 588727); inhibition, % at 20 µM, or IC50 in µM where a hit was titrated; Vero cells, VEEV TC-83 cytopathic effect inhibition; higher % means a stronger effect; 0.13% of 350,000 active; in the data active = a potency from the dose series; inconclusive = inhibition mostly from about 14% at the one dose, without a potency; inactive = the rest, 99 in 100 with inhibition below about 12%; also: strong numbers were not always called active
influenza NS1A – H1N1 influenza NS1A inhibitors, functional cell based assay (AID 504329); 0.3% of 340,000 active; NS1A functional cell-based assay, percent inhibition; higher % means a stronger effect; one-dose inhibition, % at 12.5 µM; IC50 in µM for titrated hits; in the data active = a potency from the dose series; inconclusive = inhibition above about 27% without an active follow-up result; also: strong numbers were not always called active
M. tuberculosis HTS – M. tuberculosis growth inhibition, HTS (AID 449762); inhibition, % at 25 µM; hits with a dose series show IC50 in µM; 0.59% of 330,000 active; M. tuberculosis H37Rv growth inhibition, 7H9 media; higher % means a stronger effect; in the data active = a potency from the dose series; inconclusive = inhibition above about 70% without an active follow-up result;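 also: bacterial growth assessed after seven days of incubation; strong numbers were not always called active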
PhoP GFP inhibition – PhoP regulon inhibitors, Salmonella typhi PhoP promoter GFP reporter, confirmatory (AID 1850). 0.33% of 310,000 active. Salmonella Typhi PhoP-promoter GFP reporter, fluorescence, 4 h; higher % means a stronger effect. one-dose inhibition, % at 50 µM; IC50 in µM for titrated hits; in the data active = a potency from the dose series; inconclusive = inhibition mostly from about 25% at the one dose, without a potency; inactive = the rest, 99 in 100 with inhibition below about 19%;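 also: 0% = induced wells with vehicle and 100% = uninduced wells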
M. tuberculosis – growth inhibition of non-replicating M. tuberculosis (AID 488890) | inhibition, % at 25 µM, or IC50 in µM where a hit was titrated | 0.39% of 320,000 active | Mycobacterium tuberculosis non-replicating, growth inhibition; higher % means a stronger effect; in the data active = a potency from the dose series; inconclusive = inhibition mostly from about 82% at the one dose, without a potency; inactive = the rest, 99 in 100 with inhibition below about 76%;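 also: plate controls were DMSO cells for no effect and high antibiotic wells for full effect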
inhibitors of VEEV 10K pilot screen – second read-out of inhibitors of VEEV, no call of its own (marks repeat the call); inhibition, %; measured here: 10K pilot screen inhibition
* = called active by the depositor; i = inactive; u = inconclusive; x = no result given.

SMILES	inhibitors of VEEV	influenza NS1A	M. tuberculosis HTS	PhoP GFP inhibition	M. tuberculosis	others
COc1ccc(C)cc1S(=O)(=O)N(CC(=O)N1CCOCC1)Cc1ccccc1	0.9%	-2%	-3%	-1%	-2%
CCOC(=O)C1(Cc2cccc(F)c2)CCN(CC(O)CO)CC1 (stereo not given)	0.1%	-10%	-3%	2%	16%
CCOC(=O)C1CCN(C(=O)C2CCN(S(=O)(=O)c3ccc4ccccc4c3)CC2)CC1	1.2%	-5%	-7%	-6%	16%
Cc1ccc(C(=O)NC(=S)Nc2ccc(S(=O)(=O)N(C)c3ccccc3)cc2)cc1	1.1%	-1%	12%	-3%	16%
Cc1c(CC(=O)NCC(=O)O)c(=O)oc2cc3oc4c(c3cc12)CCCC4	0.8%	-25%	-5%	-5%	-1%
Cc1ccc(N2CCN(CCCN3C(=O)C4CCCN4C3=O)CC2)cc1 (stereo not given)	i	-3%	-2%	10%	-12%
COc1ccc(Cc2nnc(SCC(=O)Nc3cc(Cl)ccc3OC)[nH]c2=O)cc1	6.0%	-8%	1%	1%	-8%
CN(C)S(=O)(=O)c1cccc(-n2sc3ccccc3c2=O)c1	12%	4%	-3%	-1%	u
COc1cccc2c(=O)c(C(=O)NCc3cccs3)c[nH]c12	7.0%	8%	0%	-9%	14%
CCCNC(=O)CCn1nc(-c2ccc(Cl)cc2)c2ccccc2c1=O	3.3%	-3%	-5%	1%	13%
CCc1cccc(NS(=O)(=O)c2c(C)nc3scc(C)n3c2=O)c1	4.8%	3%	5%	2%	6%
COc1ccc(-n2cnnc2SCC(=O)Nc2ccc(N3CCOCC3)cc2)cc1	3.5%	-3%	10%	-7%	-1%
Nc1ccc(CCC(=O)N2CCCC2)cc1	0.7%	23%	3%	-2%	-3%
CCN1CCc2c(sc(NC(=O)c3ccc(S(=O)(=O)N(CC)c4ccccc4)cc3)c2C(N)=O)C1	u	21%	7%	5%	16%
CC12CCC(C(=O)N3CCCCCC3)(OC1=O)C2(C)C (stereo not given)	0.2%	6%	1%	6%	1%
CC1=C(C#N)S(=O)(=O)C(C#N)C(c2ccccc2)C1 (stereo not given)	i	x	-5%	0%	9%
CCCCNC(=O)C1CCN(S(=O)(=O)c2ccc3c(c2)CC(C)N3C(=O)C2CC2)CC1 (stereo not given)	0.6%	-1%	-7%	2%	-4%
COc1cc(OC)c(S(=O)(=O)Nc2ccccc2N2CCOCC2)cc1NC(C)=O	13%	3%	-5%	2%	7%
O=C(COc1ncnc2c(Cl)cc(Cl)cc12)Nc1cc([N+](=O)[O-])ccc1Cl	0.6%	0%	4%	-19%	-8%
COc1cc(C#Cc2c(-c3cncn3C)n(C)c3ccc(-c4ccc(OC)c(OC)c4)cc23)cc(OC)c1	6.1%	-1%	u	x	38%
CC(NC(=O)c1cccc(OC2CCN(C3CCN(C)CC3)CC2)c1)c1ccccc1 (stereo not given)	i	12%	-1%	-6%	34%
COc1ccccc1C(=O)NCCC(=O)NCC1CCCO1 (stereo not given)	1.7%	-11%	5%	x	-14%
CC(C)NC(=O)c1ccc2c(=O)n(Cc3ccco3)c(=S)[nH]c2c1	i	-10%	-3%	11%	3%
COC(=O)c1ccc(CSc2nc(C)nc3c2c(=O)n(C)c(=O)n3C)o1	i	7%	-5%	-3%	1%
O=C(Nc1cccc(-n2cnnn2)c1)c1cc2ccccc2o1	5.1%	-4%	-3%	-9%	37%
The listing continues.
SMILES	inhibitors of VEEV	influenza NS1A	M. tuberculosis HTS	PhoP GFP inhibition	M. tuberculosis	others
C/C(CC(=O)Nc1ccc(N(C)C)cc1)=N\NC(=O)c1ccc(Cl)cc1	i	-13%	-2%	-19%	8%
COc1cc(NC(=O)Cc2nn(C)c(=O)c3ccccc23)cc(OC)c1	0.8%	0%	-3%	-4%	8%
Cc1cc2oc(C(=O)NCc3ccccc3)cc(=O)c2cc1C	0.6%	8%	2%	-13%	-8%
CC1(C)CC(=O)C=C(NCCN2CCN(C(=S)Nc3ccc(F)cc3)CC2)C1	0.7%	-16%	-4%	0%	21%
CCCc1cc(=O)[nH]c(SCC(=O)Nc2cc(S(=O)(=O)N3CCOCC3)ccc2N(CC)CC)n1	2.5%	2%	-6%	x	19%
O=C(Nc1c(S(=O)(=O)c2ccccc2)csc1Br)c1ccccc1Cl	2.8%	x	-7%	15%	-13%
Cc1cccc(Nc2nnc(SCC(=O)Nc3ccccc3[N+](=O)[O-])s2)c1C	10.0%	4%	58%	-6%	u
Cc1ccc2c(c1)C(=O)C(=O)N2CC1COc2ccccc2O1 (stereo not given)	0.5%	27%	2%	-14%	56%
c1cncc(-c2nnc3sc(-c4ccco4)nn23)c1	2.8%	19%	-4%	6%	-5%
COc1ccc(-c2[nH]c(-c3ccc(F)cc3)nc2SCC(=O)NCc2ccco2)cc1OC	9.6%	6%	3%	-8%	12%
COC(=O)c1ccc(C(=O)OC)c(NC(=S)N2CCCC(C)C2)c1 (stereo not given)	0.7%	-2%	-9%	-11%	77%
O=C(CCc1nnc(C2(c3ccc(Cl)cc3)CCC2)o1)N1CCCC(O)C1 (stereo not given)	7.8%	1%	4%	-14%	3%
Cc1ccccc1N1C(=O)CC(N2CCN(C(=O)c3ccco3)CC2)C1=O (stereo not given)	1.3%	-6%	1%	-14%	-2%
COc1ccc(NC(=O)c2ccc3[nH]c(C)c(C)c3c2)c(OC)c1	1.6%	30%	4%	0%	19%
COc1cccc(CNC(=O)C2CCN(C(=O)N(C)C)CC2)c1	i	4%	1%	-7%	6%
Cn1nc(C(=O)OCC(=O)Nc2cccc(S(=O)(=O)N3CCCC3)c2)c2ccccc2c1=O	5.6%	-1%	1%	1%	12%
COc1ccc([N+](=O)[O-])cc1NC(=O)CSc1ccc2ccccc2c1	7.0%	-3%	u	1%	u
CC1CCCN1CCC(C(N)=O)(c1ccccc1)c1ccccc1 (stereo not given)	3.8%	3%	x	x	x
N=c1ncn(CC(O)CN2CCOCC2)c2nc(N3CCOCC3)[nH]c12 (stereo not given)	3.0%	3%	-8%	5%	-10%	inhibitors of VEEV 10K pilot screen=1.0
c1cnc(N2CCSCC2)nc1	3.2%	9%	-4%	-5%	1%
CCc1nc(SCC(=O)c2ccc(Cl)s2)c2oc3ccccc3c2n1	11%	-5%	-4%	-11%	21%
CCOc1ccc(OCCSc2nc(N)cc(=O)[nH]2)cc1	7.0%	-11%	2%	13%	18%
O=C1CC2c3ccccc3C1C1C(=O)N(CCO)C(=O)C21 (stereo not given)	1.6%	-6%	-3%	-8%	5%
O=C(O)c1cccc(OCCN2CCCC2=O)c1	3.4%	-2%	-7%	7%	-10%
CCc1c(C(=O)Nc2cc(C)cc(C)c2)[nH]c(C)c1C(C)=O	9.4%	2%	-5%	-7%	16%

Sorted by molecular weight (rising): some entries from above.
SMILES	inhibitors of VEEV	influenza NS1A	M. tuberculosis HTS	PhoP GFP inhibition	M. tuberculosis	others
c1cncc(-c2nnc3sc(-c4ccco4)nn23)c1	2.8%	19%	-4%	6%	-5%
COc1ccc(NC(=O)c2ccc3[nH]c(C)c(C)c3c2)c(OC)c1	1.6%	30%	4%	0%	19%
CC(C)NC(=O)c1ccc2c(=O)n(Cc3ccco3)c(=S)[nH]c2c1	i	-10%	-3%	11%	3%
Cc1c(CC(=O)NCC(=O)O)c(=O)oc2cc3oc4c(c3cc12)CCCC4	0.8%	-25%	-5%	-5%	-1%
COc1ccc(C)cc1S(=O)(=O)N(CC(=O)N1CCOCC1)Cc1ccccc1	0.9%	-2%	-3%	-1%	-2%

The listing picks up with the three entries that preceded the break.
SMILES	inhibitors of VEEV	influenza NS1A	M. tuberculosis HTS	PhoP GFP inhibition	M. tuberculosis	others
O=C1CC2c3ccccc3C1C1C(=O)N(CCO)C(=O)C21 (stereo not given)	1.6%	-6%	-3%	-8%	5%
O=C(O)c1cccc(OCCN2CCCC2=O)c1	3.4%	-2%	-7%	7%	-10%
CCc1c(C(=O)Nc2cc(C)cc(C)c2)[nH]c(C)c1C(C)=O	9.4%	2%	-5%	-7%	16%
CC1CN(CCc2ccccc2)c2nc3c(c(=O)n(C)c(=O)n3C)n2C1 (stereo not given)	9.1%	2%	8%	-7%	3%
COc1ccc(/C(C)=N/NC(=O)CNC(=O)CCc2ccccc2)c(OC)c1	0.6%	-22%	-3%	2%	11%
Cc1ccc(S(=O)(=O)N(C)c2ccc(OC(=O)c3cccs3)cc2)cc1C	i	-15%	17%	x	-31%
Cc1cccc(N(CC(=O)N/N=C/c2cc([N+](=O)[O-])ccc2Cl)S(C)(=O)=O)c1C	7.9%	2%	10%	16%	33%
O=C(c1cnc(N2CCN(c3ccccn3)CC2)c2ccccc12)N1CCN(c2cccc(Cl)c2)CC1	6.2%	-1%	u	5%	16%
CCOC(=O)C1=NS(=O)(=O)NC(C)=C1	1.1%	1%	x	x	x
O=S1(=O)CC2N=C(N(Cc3c(F)cccc3Cl)c3ccccc3F)SC2C1 (stereo not given)	1.2%	-6%	-1%	-10%	-1%
CC(C)(C)NCC1(CO)SC(N)=NC1=O (stereo not given)	1.0%	2%	4%	10%	i	inhibitors of VEEV 10K pilot screen=1.1
CC(C)NS(=O)(=O)c1ccc(CCC(=O)N2CCCC2)cc1	1.2%	1%	-5%	3%	-13%
CC(C)OCCCNCc1cccs1	1.1%	-18%	1%	-3%	-6%
CCOC(=O)C1=C(C)NC(=O)NC1c1cn(-c2ccccc2)nc1-c1cccs1 (stereo not given)	5.5%	-6%	-3%	-7%	20%
CCOCCCNS(=O)(=O)c1ccc(NC(=O)c2ccc(OC)c([N+](=O)[O-])c2)cc1	2.6%	2%	-6%	2%	-17%	inhibitors of VEEV 10K pilot screen=0.2
Cc1cc(C)c(Cn2c(=O)n(CCCC(=O)NCc3ccco3)c(=O)c3sccc32)c(C)c1	0.7%	10%	5%	-11%	2%
COc1cc(/C=C/c2[nH]c(=O)[nH]c(=O)c2[N+](=O)[O-])ccc1OCCC(C)C	0.5%	1%	55%	-3%	-3%
CC1(C)CC(=O)c2cc(OCC(=O)NCC3CCCO3)ccc2O1 (stereo not given)	1.7%	2%	1%	-4%	9%
Cc1cc(/C=C2\SC(=O)NC2=O)c(C)n1-c1ccc(N(C)C)cc1	0.6%	-2%	-4%	-5%	16%
CCCn1c2ccccc2c2cnn(CC(=O)N(CC)CC)c(=O)c21	0.3%	-4%	5%	-10%	-6%
Cc1cccc(OCCSc2nc(N)cc(N)n2)c1	0.7%	10%	-8%	-7%	18%
COc1ccc(CN2CCN(c3ccccc3)CC2)c(C)c1C	i	-3%	5%	-1%	-14%
COc1ccc(C(=O)CSc2n[nH]c(=O)[nH]c2=O)cc1	0.3%	-4%	-1%	8%	10%
Cc1ccc(-n2nnnc2CNC(=O)C2CC(=O)N(c3ccccc3)C2)cc1C (stereo not given)	4.7%	1%	6%	1%	-2%
NCCCCCNC(=O)c1nc[nH]c1C(=O)NCC(=O)OCc1ccccc1	2.4%	-15%	6%	x	-12%
O=C(CSc1ccccn1)Nc1ccc2ccccc2c1	x	x	u	1%	69%
COCCNC(=O)c1cnn2c(C(F)F)cc(-c3ccc(C)cc3)nc12	4.6%	-6%	4%	-6%	0%
CCCOc1ccc(-c2csc(N)n2)cc1[N+](=O)[O-]	5.8%	1%	-7%	-6%	-6%
(next part)
SMILES	inhibitors of VEEV	influenza NS1A	M. tuberculosis HTS	PhoP GFP inhibition	M. tuberculosis	others
Cc1ccc(Cl)c(OCC(=O)NCc2ccco2)c1	6.8%	-7%	1%	-4%	73%
COc1ccc(N2C(=O)C(CC(N)=O)N(NC(=O)CCc3ccccc3)C2=O)cc1 (stereo not given)	0.4%	-3%	4%	6%	-6%
CCC(=NCCCn1ccnc1)c1c(O)n(-c2ccccc2)c(=O)[nH]c1=O	i	-22%	-8%	4%	-24%
O=C(CCCC(=O)n1cnc2ccccc21)n1cnc2ccccc21	0.7%	-13%	7%	-26%	-2%
COc1ccc(NC(=O)CN2C(=O)C(C)SC(C)C2=O)c(OC)c1 (stereo not given)	i	2%	1%	-10%	-13%
Cc1ccn2c(=O)nc(SCC(=O)N3CCCC3)nc2c1	2.9%	-5%	19%	3%	x
CCCC(=O)Nc1nnc(SCC)s1	2.0%	-8%	-1%	-3%	16%
COc1ccc(C(O)Cn2c(=N)n(CCCN(C)C)c3ccccc32)cc1 (stereo not given)	0.9%	0%	1%	12%	-3%
Cc1cccc(Cn2nc(C)cc2NC(=O)CCCn2ccc([N+](=O)[O-])n2)c1	0.6%	-1%	6%	2%	29%

Assay outcomes (PubChem BioAssay)
